Screening data: PubChem, several laboratories
LANA DNA inh = KSHV C-LANA DNA binding inhibition; 0.078% of 340,000 active; inhibition, % at 9 µM; MBP-C-LANA/FAM-LBS DNA binding, fluorescence polarization;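 active means highest replicate inhibition at or above 60% at 9 µM, even if other replicates fall short; inactive means all replicates below 60% inhibition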;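 further: 0% = neutral control wells and 100% = 4 µM acridine orange control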
CAL PDZ FP-1 = inhibitors of human CAL PDZ peptide binding. inhibition, % at 20 µM. AID 504414. purified CAL PDZ, TMR-peptide fluorescence polarization, 1 h. 0.02% of 330,000 active;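 active means highest replicate inhibition of at least 40%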;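 further: plate controls were DMSO neutral control wells for no effect and unlabeled competitor peptide control wells for full effect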
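material = purified tagged CAL PDZ domain construct (CerCALP) | compound dosing = 20 µM, one dose | times = 1 h at RT | measured by = fluorescence polarization from S- and P-plane intensities, G-factor corrected | read-out = inhibition from polarization loss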
Arrestin-AP2 inh = blocks beta-arrestin peptide binding to AP2 adaptin. FITC-arrestin peptide / GST-AP2 beads, flow cytometry; AP2 beta2 appendage carries R879A mutation. inhibition, % at 10 µM. 0.31% of 340,000 active. AID 504490;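 active means inhibition above a set limit, near 3 SD of compounds lacking own fluorescence, cut at about 54% in these data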;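 further: plate controls were DMSO wells for no effect and 5 µM unlabelled arrestin peptide for full effect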
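System: GST-AP2 R879A glutathione beads | Also added: FITC-arrestin peptide, 50 nM | Times: 12 min plus 1 h, RT | Signal: Bead flow cytometry, FITC channel | Buffer or medium: PBS with 0.05% Tween 20 and 0.1% BSA | Read-out basis: Percent drop in bead-associated FITC signal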
V-ATPase pH = regulators of yeast V-ATPase proton transport; S. cerevisiae, pHLuorin cytosolic pH fluorescence; response, % at 10 µM; 0.37% of 350,000 active; in the data active means response mostly above about 7.3%, no sharp cut-off; inactive means mostly below about 5.4%; further: actives read high; inactives centre near 0; some compounds called inactive have numbers as strong as hits; reference of the scale not given here
DSG3 Ab inh = human desmoglein-3 autoantibody binding inhibition. P32926. DSG3-coupled beads, scFv-anti-DSG3-GFP binding, flow cytometry; active compounds read low. binding (percent of control), % at 10 µM. 0.48% of 310,000 active. AID 588358;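 active means binding more than 3 SD below its plate's average and above zero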;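 further: hits lower antibody fragment binding to DSG3; some compounds called inactive have numbers as strong as hits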
Target sequence (P32926 whole entry, looked up, the tested form may be a part): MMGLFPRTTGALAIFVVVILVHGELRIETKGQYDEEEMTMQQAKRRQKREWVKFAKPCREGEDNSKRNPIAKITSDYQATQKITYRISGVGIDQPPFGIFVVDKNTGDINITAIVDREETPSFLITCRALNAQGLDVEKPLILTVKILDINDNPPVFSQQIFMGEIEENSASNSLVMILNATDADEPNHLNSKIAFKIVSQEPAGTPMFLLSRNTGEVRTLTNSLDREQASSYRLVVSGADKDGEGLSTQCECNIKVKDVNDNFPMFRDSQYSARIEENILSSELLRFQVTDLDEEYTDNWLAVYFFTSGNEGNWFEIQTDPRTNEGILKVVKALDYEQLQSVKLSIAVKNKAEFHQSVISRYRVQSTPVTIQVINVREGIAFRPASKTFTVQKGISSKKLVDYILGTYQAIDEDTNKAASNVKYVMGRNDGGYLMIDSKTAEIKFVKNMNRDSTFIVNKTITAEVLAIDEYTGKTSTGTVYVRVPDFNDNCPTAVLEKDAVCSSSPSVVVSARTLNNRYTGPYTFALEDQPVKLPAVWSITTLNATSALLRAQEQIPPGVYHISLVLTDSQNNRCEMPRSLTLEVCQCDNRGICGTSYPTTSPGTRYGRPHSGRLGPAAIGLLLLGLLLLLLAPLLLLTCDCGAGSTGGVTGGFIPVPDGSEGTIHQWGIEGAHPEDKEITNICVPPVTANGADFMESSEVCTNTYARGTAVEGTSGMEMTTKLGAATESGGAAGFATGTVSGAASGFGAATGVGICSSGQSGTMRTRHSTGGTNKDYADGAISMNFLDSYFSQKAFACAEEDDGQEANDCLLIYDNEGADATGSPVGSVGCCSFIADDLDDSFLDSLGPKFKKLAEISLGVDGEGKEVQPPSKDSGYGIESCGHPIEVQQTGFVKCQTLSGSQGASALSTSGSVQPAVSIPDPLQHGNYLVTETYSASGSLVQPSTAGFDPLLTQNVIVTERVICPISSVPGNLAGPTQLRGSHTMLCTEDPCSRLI
CAL PDZ FP-2 = blocks peptide binding to the human CAL PDZ domain | Q9HD26 | purified CAL PDZ, TMR-peptide fluorescence polarization, 1 h | inhibition, % at 24.9 µM | 0.92% of 300,000 active | AID 602252;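 active means mean inhibition of at least 30% with at least half of replicates also reaching 30%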;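 further: 0% = DMSO neutral control and 100% = excess unlabeled competitor peptide PRC23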
NSD2 inh = inhibitors of human histone methyltransferase NSD2; O96028; NSD2 peptide methylation, AlphaScreen, 120 min; inhibition, % at 12.5 µM; 0.54% of 310,000 active; in the data active means inhibition above about 50%
Keap1-Nrf2 PPI = inhibitors of human Keap1-Nrf2 protein-protein interaction; Q14145; Keap1 Kelch-Nrf2 peptide fluorescence polarization, 1536-well; inhibition, % at 9.4 µM; 0.15% of 340,000 active; AID 504523; in the data active means inhibition above about 12%;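 further: human Keap1 Kelch domain with fluorescein labeled Nrf2 9mer peptide probe; 0% = neutral control wells and 100% = peptide positive control; higher means more block of Keap1 binding to Nrf2 peptide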
DAGLB inh = blocks human DAGLB lipase activity; Q8NCG7; HEK293T DAGLB membrane lysate, EnzChek fluorogenic substrate; inhibition, % at 5.17 µM; 0.059% of 340,000 active; AID 504411; in the data active means inhibition above about 34%;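 further: 0% = enzyme with vehicle and 100% = wells lacking enzyme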
RTF Ca sens inh = cardiac RTF calcium desensitization | P19429+P45379 | IANBD-labeled cardiac RTF, Ca2+ fluorescence | inhibition, % at 7.15 µM | 0.12% of 340,000 active | AID 493244;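 active means inhibition above the mean inhibition of all tested compounds plus 3 SD, cut at about 17% in these data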;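 further: assay run at fixed EC70 calcium of 1.6 mM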
Active calls of the source: *; / = not tested or not shown. Some of the compounds tested; count on the stated rates, not on these rows.

SMILES | LANA DNA inh | CAL PDZ FP-1 | Arrestin-AP2 inh | V-ATPase pH | DSG3 Ab inh | CAL PDZ FP-2 | NSD2 inh | Keap1-Nrf2 PPI | DAGLB inh | RTF Ca sens inh
Cc1[nH]c2ccc(C(=O)N3CCN(C)CC3)cc2c1C | -0.6 | -2.6 | -7 | 1 | 101 | -2 | 8 | 0 | 2 | -7
CC(=O)c1ccc(C(=O)N2CCCC(C(=O)c3cc(F)ccc3F)C2)s1 (configuration not stated) | -1.3 | 0.9 | 1 | 4 | 101 | 8 | -2 | -7 | 0 | -3
CCCN(C(=O)C1=COCCO1)c1c(N)n(Cc2ccccc2)c(=O)[nH]c1=O | 0.0 | 0.5 | -6 | -4 | 93 | -6 | -2 | 2 | 2 | 3
O=c1nc2ccc(Cl)cn2c2ccc(S(=O)(=O)N3CCOCC3)cc12 | 0.5 | -1.3 | 1 | -1 | 104 | -3 | -1 | -1 | 0 | -29
Brc1ccc(-c2nnc3n2CCCCC3)cc1 | 4.9 | -1.4 | 2 | 2 | 107 | -5 | 2 | -5 | 0 | -7
O=C(NCCCn1ccnc1)c1cc(-c2ccc3c(c2)OCO3)on1 | -1.0 | -1.3 | -5 | 4 | 124 | -3 | -2 | -2 | -2 | -3
CCC1=NN(C(=O)c2ccccc2Br)C(O)(c2ccc(Br)cc2)C1 (configuration not stated) | 0.7 | 0.5 | 3 | 4 | 114 | / | 1 | 0 | -3 | 0
Cc1cccc(NC(=O)CCS(=O)(=O)c2ccc3c(c2)NC(=O)CS3)n1 | 4.4 | -2.1 | 10 | 1 | 103 | -3 | -4 | -8 | 1 | -3
CCOc1ncccc1C(=O)Nc1ccc(S(=O)(=O)N2CC(C)CC(C)C2)cc1 (configuration not stated) | 0.2 | 0.6 | -10 | -1 | / | -1 | 0 | -6 | 2 | -3
COc1ccc(/C=C/C(=O)c2cc(Cl)cc(Cl)c2O)c(OC)c1 | 3.0 | -0.5 | 25 | 4 | 105 | -1 | 3 | -3 | 0 | -1
COc1ccc(C(=O)CN2CCN(c3ccc(Cl)cc3)CC2)cc1OC | -0.9 | -0.5 | 4 | 1 | 94 | -2 | 0 | 2 | 0 | 1
O=C(Cc1ccccc1)Nc1cc(Cl)ccc1Sc1ccccc1 | -2.4 | 0.3 | 6 | 0 | 94 | 1 | -3 | -1 | -12 | 0

The closing two compounds of the section above come first, to join the parts.
SMILES | LANA DNA inh | CAL PDZ FP-1 | Arrestin-AP2 inh | V-ATPase pH | DSG3 Ab inh | CAL PDZ FP-2 | NSD2 inh | Keap1-Nrf2 PPI | DAGLB inh | RTF Ca sens inh
COc1ccc(C(=O)CN2CCN(c3ccc(Cl)cc3)CC2)cc1OC | -0.9 | -0.5 | 4 | 1 | 94 | -2 | 0 | 2 | 0 | 1
O=C(Cc1ccccc1)Nc1cc(Cl)ccc1Sc1ccccc1 | -2.4 | 0.3 | 6 | 0 | 94 | 1 | -3 | -1 | -12 | 0
O=C1NC(Cc2c[nH]c3ccccc23)C(=O)N1Cc1ccc(CN2C(=O)NC(Cc3c[nH]c4ccccc34)C2=O)cc1 (configuration not stated) | 3.7 | -3.2 | -15 | 0 | 106 | -19 | / | 2 | 2 | 4
CC(=O)Nc1cc(C(=O)N2CCCC2)ccc1Sc1ccc(C)cc1 | -1.0 | -0.5 | 16 | 4 | 100 | / | 1 | -1 | 0 | 0
CCOC(=O)CSc1nnnn1-c1cccc2ccccc12 | -1.8 | -1.4 | 1 | 3 | 99 | -2 | -8 | 0 | -1 | 2
CC(NC(=O)c1ccc(F)cc1)C(c1cccs1)N1CCN(C)CC1 (configuration not stated) | -0.2 | 0.4 | 0 | -4 | 107 | 0 | 2 | -9 | -2 | -6
CCc1ccc(C(=O)COc2ccc(NC(C)=O)cc2)cc1 | -0.1 | -1.8 | 1 | -1 | 103 | / | 3 | 8 | 1 | -9
COc1ccc(CCn2c(=N)c(C(=O)NCC3CCCO3)cc3c(=O)n4ccccc4nc32)cc1OC (configuration not stated) | -0.3 | -2.0 | -6 | 4 | 107 | -5 | 3 | -4 | -2 | -4
CC(OC(=O)c1ccccc1NCCO)C(=O)Nc1ccc(S(=O)(=O)N2CCOCC2)cc1 (configuration not stated) | -1.0 | -2.2 | 3 | 0 | 102 | -3 | -6 | -1 | 0 | -13
Cc1cccc(C)c1OCCCN1CCOCC1 | -2.0 | -1.2 | 2 | 1 | 115 | 7 | 2 | 2 | -3 | 0
CC(C)(C)C(=O)NNC(=O)c1cc2sccc2s1 | -0.8 | 0.3 | 4 | -5 | / | -4 | 14 | -2 | 1 | 5
CCc1cc(/C(Cc2cscn2)=N\O)c(O)cc1O | 0.9 | -0.1 | 5 | -4 | 96 | -3 | 10 | -2 | 2 | -3
NNC(=O)/C(=C/c1cccs1)NC(=O)c1ccccc1Cl | / | 0.4 | -2 | -4 | / | -7 | -3 | / | 1 | -1
CC1(C)CN(c2ccc(N3CC(C)(C)C3=O)cc2)C1=O | -0.6 | -0.7 | 32 | 0 | 98 | 5 | -1 | 3 | -1 | 6
Cc1ccc(N=C2NC(=O)/C(=C/c3cccs3)S2)cc1C | -2.5 | -1.8 | 7 | 1 | 110 | / | 1 | -3 | 4 | -16
N#C/C(=C\c1ccc(-c2ccccc2)cc1)c1nc(-c2ccco2)cs1 | 0.9 | -2.2 | 4 | 2 | 166 | -1 | 1 | -10 | -8 | -3
COCCOC(=O)C1=C(C)NC2=C(C(=O)CC(C)(C)C2)C1c1cc2c(cc1Br)OCO2 (configuration not stated) | -0.9 | -0.9 | 7 | 1 | 104 | -3 | -2 | -4 | -3 | -11
O=C(NCCn1cccn1)C1CCC(=O)N(CC2CCCCC2)C1 (configuration not stated) | 0.6 | -0.1 | 2 | 2 | 108 | -4 | -1 | -2 | 0 | -3
COc1cc(C(=O)NC(CCSC)C(=O)OCc2cc([N+](=O)[O-])cc3c2OCOC3)cc(OC)c1OC (configuration not stated) | -0.2 | -0.7 | -7 | 0 | 100 | / | 2 | 4 | 0 | -4
COc1cc(C)ccc1NC(=O)c1ccc(S(=O)(=O)N2CCOCC2)cc1 | -1.3 | -1.6 | 23 | -2 | 104 | -3 | / | -1 | 0 | 3
Cc1ccc(-c2nc(NCc3cccnc3)c3ccccc3n2)cc1 | -0.5 | -2.8 | -2 | 0 | 118 | -10 | -2 | 1 | 1 | -5
N#Cc1nc(COc2ccc(Br)cc2)oc1NCCN1CCOCC1 | -1.1 | -1.9 | -8 | -2 | 97 | / | 3 | -7 | 4 | -8
COC(=O)CSc1nnc(CSc2nc(C)cc(C)n2)n1Cc1ccco1 | 0.6 | -0.9 | -5 | -2 | 100 | 3 | 2 | -10 | -1 | -10
O=C(NC(=S)Nc1ccc2c(c1)OCCO2)c1ccc(F)cc1Cl | -0.2 | -2.7 | 9 | 0 | 84 | 0 | 1 | -1 | -12 | 9
O=C(CSc1ccccc1)Nc1cccc(NC(=O)c2ccco2)c1 | -1.8 | -5.0 | 7 | 1 | 105 | -3 | / | -5 | -5 | 1
CCN(CC(=O)NCc1ccc(F)cc1)C(=O)Cc1c(F)cccc1Cl | -1.1 | -1.6 | -3 | 3 | / | 4 | -6 | 0 | -1 | 2
CC(C)C[C@H]1CN=C(N(C)C)N1CC(C)C | 0.7 | 0.4 | 16 | 8 | 99 | -1 | / | -5 | -5 | 4
Cc1ccc(C(=O)Oc2coc(CSc3nnc(NC(=O)c4cccs4)s3)cc2=O)cc1C | 0.3 | -5.9 | 6 | -2 | 103 | 1 | 5 | -12 | 5 | -15
COc1ccccc1N1CCN(C(=O)NC23CC4CC(CC(C4)C2)C3)CC1 | 1.0 | -2.5 | -1 | 3 | 83 | 0 | -1 | 3 | 1 | 14
c1ccc(Cc2nn3c(Cn4cnc5ccccc54)nnc3s2)cc1 | 1.0 | -1.7 | -3 | -6 | 87 | -18 | 1 | 4 | 1 | -10
Cc1ccc(N2C(=O)CC(Cc3cccc(C)c3)C2=O)cc1 (configuration not stated) | 0.7 | -0.1 | -5 | -2 | 109 | 6 | 0 | -5 | -6 | -7
CCN(CC(=O)Nc1ccc2c(c1)OCCO2)S(=O)(=O)c1ccc(F)cc1 | -0.4 | -2.2 | 16 | 5 | / | 10 | 1 | 3 | -5 | -2
CCCCn1nnnc1SCC(=O)NNC(=O)C1CCCCC1 | 0.6 | -1.5 | -1 | -12 | 101 | -1 | -2 | -2 | 0 | 5
CCC(=O)Nc1ccc(-c2ccc(N3CCN(C)CC3)nn2)cc1 | 0.0 | -2.4 | 55* | 1 | 99 | -2 | -1 | -1 | 0 | -8
Cc1cc(NC(=O)c2cnn3c(C(F)F)cc(C4CC4)nc23)no1 | 0.4 | 1.0 | 19 | 1 | 116 | -4 | -4 | -1 | -3 | -18
O=C(NCC1CCN(Cc2ccccc2F)CC1)Nc1ccccc1F | -2.9 | -1.0 | 1 | 10 | 103 | 2 | 0 | -4 | -2 | -2
CCN(CC(=O)Nc1cc(C)nn1-c1nc(C)cc(C)n1)Cc1ccccc1 | 2.3 | -0.1 | -7 | 2 | 106 | -1 | 6 | 1 | 1 | -8
COc1ccc(C)cc1NC(=O)CSc1nnc(CC(=O)Nc2cccc(C(F)(F)F)c2)n1C | 0.3 | / | 25 | 2 | 102 | 0 | 36 | -5 | 3 | 1
CC[N+](CC)(CC#Cc1ccccc1)CC#Cc1ccccc1 | 0.0 | -0.8 | 7 | -1 | 112 | -5 | -2 | -1 | 1 | -6
COc1cccc(C(=O)OCC(=O)Nc2cc(C)c(C)cc2[N+](=O)[O-])c1 | 2.8 | -1.1 | 5 | -3 | 83 | -4 | -1 | -2 | -21 | -1
COc1cccc(-c2cn(C[C@H]3CC[C@@H]([C@@H]4CC[C@H](Cn5cc(-c6cccc(OC)c6)nn5)O4)O3)nn2)c1 | 0.9 | -0.7 | 4 | 8 | 106 | 0 | / | -5 | -2 | 1
CCNC(=S)N1CCN(S(=O)(=O)c2cccc(C(F)(F)F)c2)CC1 | 1.2 | -0.2 | 1 | 3 | 109 | / | 0 | -2 | 3 | -8
Cc1ccc(-c2nc3cccnc3s2)cc1NS(C)(=O)=O | 2.7 | -1.1 | 24 | -1 | 100 | 2 | / | 1 | -1 | -4
Cc1sc2nc(CN3CCCC3)nc(Cl)c2c1C | -0.5 | -3.1 | -18 | -3 | 126 | -4 | 4 | -15 | 2 | 2
CCOC(=O)C1CCN(C(=O)Nc2c(-c3ccccc3)noc2C)CC1 | -1.2 | 0.7 | 5 | 2 | 107 | 7 | -1 | 0 | 0 | -4
Cn1c(SCC(=O)c2ccc(F)cc2)nnc1-c1cnccn1 | 0.6 | -0.1 | 0 | -1 | 105 | / | 1 | 5 | -4 | -6
CC(C)Cn1c(N)c(C(=O)COC(=O)Cc2cccc(C(F)(F)F)c2)c(=O)n(C)c1=O | 1.2 | -1.2 | -10 | -1 | 106 | 3 | 0 | -10 | 0 | -6
O=C1NC(=O)C2(CCC(C3CCCCC3)CC2)N1 (configuration not stated) | 0.2 | -1.2 | 4 | -1 | 117 | -2 | -3 | -1 | -5 | 3
